Screening data deposited in PubChem by National Center for Advancing Translational Sciences (NCATS).
Texas Red fluor: compound fluoresces in the Texas Red spectral region. max dye-equivalent concentration, M. actives 0.06% (n = 59,000). Compound fluorescence, Texas Red channel, 547/618 nm; stronger effect = higher value; in the data active means max dye-equivalent concentration above about 10 nM; inconclusive means between about 1.1 nM and that limit
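qHTS profiling of intrinsic compound fluorescence; 100 mM Tris pH 8.0; 15 min RT; ex 547 / em 618 nm; response expressed as Texas Red dye-equivalent concentration from six-point plate standard.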
Tau filament bind: binders of human tau filaments. recombinant tau filaments, thioflavin S fluorescence, 15 h; filaments grown with octadecylsulfate alongside compound. Potency, µM (top dose mostly 57.1 µM), for the others: at the highest dose activity change, negative = inhibition. actives 2% (n = 71,000);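 further: potency means the concentration at half of the fitted maximal effect; on the % scale 0 is the no-effect control and ±100 the full control effect; actives lower thioflavin S fluorescence by blocking filaments or displacing dye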
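His-tagged recombinant human tau (exons 2, 3 and 10 included), 1 uM, was induced to fibrillize by 30 uM sodium octadecylsulfate with compound present. After 15 h at 37 C, thioflavine S fluorescence (ex 450, em 510 nm) was read.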
ERK AVP inh: blocks ERK signaling stimulated by vasopressin; HEK293-V1b, vasopressin-stimulated pERK AlphaScreen; actives 0.99% (n = 72,000); Potency, µM (titrated, usually from 57.5 µM), without a hit: top-dose activity, negative = inhibition, actives largely listed as inhibitors; AID 995; further: potency means the concentration at half of the fitted maximal effect; on the % scale 0 is the no-effect control and ±100 the full control effect; nearly all actives have a fitted effect of over 55% in size
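Phosphorylated ERK1/2 detected via AlphaScreen bead proximity in lysates of V1b-expressing HEK293 cells given 25 nM vasopressin for 5 min after 30 min compound exposure (37 °C). AC50 from Hill equation; basal DMSO 0%, vasopressin 100%.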
HADH2 inhib: inhibitors of human HADH2 dehydrogenase; Q99714; recombinant HADH2, NADH fluorescence, beta-hydroxybutyryl-CoA; Potency, µM (series often up to 57.1 µM), without a hit: top-dose activity change, negative = inhibition, most hits filed as inhibitors; actives 3.4% (n = 73,000); further: potency means the concentration at half of the fitted maximal effect; on the % scale 0 is the no-effect control and ±100 the full control effect; nearly all actives have a fitted effect of over 60% in size; many of its hits are not listed in these tables
Target sequence (Q99714 whole entry, looked up, one chain of several): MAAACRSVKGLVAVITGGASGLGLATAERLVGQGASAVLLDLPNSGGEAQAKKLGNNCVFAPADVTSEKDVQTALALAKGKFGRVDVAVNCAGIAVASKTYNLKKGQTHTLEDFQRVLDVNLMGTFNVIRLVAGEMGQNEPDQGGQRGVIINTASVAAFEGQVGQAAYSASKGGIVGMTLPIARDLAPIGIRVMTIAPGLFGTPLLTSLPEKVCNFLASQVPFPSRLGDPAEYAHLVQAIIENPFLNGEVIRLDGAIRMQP
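20 nM HADH2 + cpd, 15 min RT; add 1 mM NAD+/90 uM beta-hydroxybutyryl-CoA; kinetic fluorescence 360/450 nm, 4 min. Tris-HCl pH 9.0, 0.01% Tween-20.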
Luciferase inh: inhibitors of firefly luciferase | purified firefly luciferase, luminescence, 8 min | Potency, µM (top dose mostly 57.1 µM), for inactives: at the top dose activity change, negative = inhibition, usual class: inhibitors | actives 2.2% (n = 72,000) | AID 411; further: potency means the concentration at half of the fitted maximal effect; on the % scale 0 is the no-effect control and ±100 the full control effect; nearly all actives have a fitted effect of over 40% in size
Target sequence (P08659 whole entry, looked up): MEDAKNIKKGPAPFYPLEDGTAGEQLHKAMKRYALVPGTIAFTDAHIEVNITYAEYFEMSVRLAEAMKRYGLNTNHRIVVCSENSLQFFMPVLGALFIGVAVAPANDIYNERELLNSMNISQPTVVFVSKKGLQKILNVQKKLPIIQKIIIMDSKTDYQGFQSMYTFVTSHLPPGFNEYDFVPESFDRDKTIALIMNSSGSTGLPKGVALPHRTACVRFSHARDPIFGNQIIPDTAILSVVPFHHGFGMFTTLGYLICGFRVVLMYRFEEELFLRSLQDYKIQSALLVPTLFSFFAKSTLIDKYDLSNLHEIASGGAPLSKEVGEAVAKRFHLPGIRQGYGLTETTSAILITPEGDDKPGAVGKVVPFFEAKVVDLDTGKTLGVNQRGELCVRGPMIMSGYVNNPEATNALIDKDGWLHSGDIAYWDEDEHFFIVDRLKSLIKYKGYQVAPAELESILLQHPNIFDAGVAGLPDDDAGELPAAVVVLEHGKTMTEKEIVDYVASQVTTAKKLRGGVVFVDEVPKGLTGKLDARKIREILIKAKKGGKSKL
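Compounds were tested as concentration series (qHTS) against purified P. pyralis luciferase with luciferin and 10 uM ATP in 50 mM imidazole pH 7.2, 50 mM KCl, 7 mM MgCl2, 0.01% Tween 20, 0.05% BSA. Luminescence was read after 8 min at ambient temperature.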
Pol III holo inh: blocks replication by bacterial DNA polymerase III holoenzyme. reconstituted DNA polymerase III holoenzyme replication, biochemical. Potency, µM (doses to about 57.1 µM), for the others: at the top dose activity change, negative = inhibition. actives 0.25% (n = 71,000). AID 603; further: potency means the concentration at half of the fitted maximal effect; on the % scale 0 is the no-effect control and ±100 the full control effect
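Reconstituted *E. coli* holoenzyme (0.35 nM Pol III, 1 nM beta, 154 nM SSB, 2 nM primase) was preincubated with compound for 15 min at RT. Synthesis on 1.4 nM ssM13Gori ran 35 min, then was stopped with PicoGreen/EDTA and read as dsDNA fluorescence.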
ALOX15 inhib: 15-hLO (ALOX15) enzyme inhibition. AID 887. P16050. Potency, µM (top dose mostly 57.1 µM), for inactives: top-dose activity change, negative = inhibition, most hits filed as inhibitors. actives 1.4% (n = 74,000). purified 15hLO-1, xylenol orange hydroperoxide absorbance; further: potency means the concentration at half of the fitted maximal effect; on the % scale 0 is the no-effect control and ±100 the full control effect; nearly all actives have a fitted effect of over 55% in size
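Quantitative HTS in 25 mM Hepes pH 7.5 containing 0.01% Triton X-100: human 15hLO-1 at 40 nM, arachidonic acid at 50 uM, 6 min turnover. Product quantified via ferrous oxidation/xylenol orange, 573:405 nm absorbance ratio.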
Hsp90 Hop PPI: changes Hsp90-Hop TPR2A binding signal, up or down. AlphaScreen TPR2A-His6 binding biotin-Hsp90 C-terminal peptide. Potency, µM (highest dose often 57 µM), for inactives: at the highest dose activity change, negative = inhibition. actives 0.44% (n = 71,000). AID 595; active means well fitted curve in either direction with a large enough effect; inconclusive means small, poorly fitted or top-dose-only effect, or another doubt; further: potency means the concentration at half of the fitted maximal effect; on the % scale 0 is the no-effect control and ±100 the full control effect; many of its hits are not listed in these tables
Rhodamine autofl: compound autofluorescence in rhodamine spectral region; actives 0.05% (n = 59,000); max dye-equivalent concentration, M; Rhodamine-region fluorescence, 547/598 nm, Tris buffer; stronger effect = higher value; in the data active means max dye-equivalent concentration above about 11 nM; inconclusive means between about 1.1 nM and that limit
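Intrinsic compound fluorescence, ex 547 / em 598 nm, CCD imager. Tris 100 mM pH 8.0; 15 min RT. Output = rhodamine dye-equivalent concentration at each compound concentration.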
HBB splicing: hemoglobin beta splicing modulation; HBB splicing reporter cell assay, activation; EGFP reporter with mutant IVS2-654 intron; response scale: normalised to 500 nM splice-correcting PNA; Potency, µM (titrated, usually from 46.1 µM), without a hit: at the highest dose activation, usual class: activators; actives 0.06% (n = 65,000); AID 925; further: potency means the concentration at half of the fitted maximal effect; 0% is about no effect
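Compounds were applied for 2 days to HeLa EGFP-654 cells, 500/well in Optimem with 2% FCS. The reporter's EGFP is disrupted by mis-splicing of beta-globin intron IVS2-654. Readout: summed well GFP fluorescence from 488 nm laser scanning; reference was 500 nM antisense […] 654 PNA.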
CRE-bla Fsk: CRE-bla signaling modulation under forskolin stimulation; CHO CRE-bla reporter (cAMP response element driving beta-lactamase), forskolin EC10, beta-lactamase ratio; Potency, µM (highest dose often 38.2 µM), inactives show top-dose activity change, negative = inhibition, hits mostly activators; actives 2.5% (n = 71,000); AID 662; active means well fitted activation curve with a large enough effect in the signal ratio, with a control signal flat, not every such curve was filed as active; inconclusive means small, poorly fitted or top-dose-only effect, or effect the other way, or a change in a side signal; the % refers to the signal ratio; further: potency means the concentration at half of the fitted maximal effect; % of control where 0% means no effect
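CRE-bla CHO cells stimulated with EC10 NKH 477 (water-soluble forskolin) and compound titrations, 3 h at 37C; beta-lactamase read with CCF4 after 2 h at room temperature. Activity from 460/530 nm emission ratio, AC50 values for positive or negative modulation.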
* hit, by the source's call; i = inactive; u = inconclusive; x = no result given; [ ] = another dose, or the depositor's remark. Unless noted, the call rests on the fitted dose curve; in most records, active means well fitted curve in the direction sought with a large enough effect; inconclusive means small, poorly fitted or top-dose-only effect, or another doubt; inactive means no such curve, though single readings can be large; an effect the other way counts as inactive or inconclusive. Some of the compounds tested. The share of hits here may be higher or lower than overall.

SMILES	Texas Red fluor	Tau filament bind	ERK AVP inh	HADH2 inhib	Luciferase inh	Pol III holo inh	ALOX15 inhib	Hsp90 Hop PPI	Rhodamine autofl	HBB splicing	CRE-bla Fsk
Cn1cc(S(=O)(=O)CC(=O)Nc2ccc3c(c2)OCCO3)c2ccccc21	i	4%	20%	u	-8%	-1%	-16%	-6%	i	-0.1%	-4%
CCC(C)Nc1nc(SC(C(C)=O)C(C)=O)nc(N(C)C)n1 (stereo not given)	i	-4%	-17%	-1%	2%	-3%	-10%	-4%	i	-0.1%	11%
CCOC(=O)C1=C(C)NC(=O)NC1c1ccc2c(c1)OCCO2 (stereo not given)	i	12%	-10%	-16%	-1%	1%	9%	-2%	i	0.0%[57.5 µM]	2%
CC(C)C[C@@H](CC(=O)N[C@@H](CCCN)CC(=O)N[C@@H]1CCNC[C@H]1C(=O)N[C@H](CC(=O)N[C@@H](CCC(=O)O)CC(=O)O)CC(C)C)NC(=O)[C@@H]1CNCC[C@H]1N	x	1%	x	-15%	x	-6%	x	-19%	x	1.6%	-13%
CC(C)(C)OC(=O)N1CCCC1C(=O)NCCc1ccccc1 (stereo not given)	i	-1%	5%	2%	3%	-6%	2%	-1%	i	-2.2%[57.5 µM]	-9%
COc1ccc(-n2c(=O)cnc3cnc(Oc4cccc(Cl)c4)nc32)cc1	i	-4%	-7%	11%	0%[11.4 µM]	-5%	3%	-5%	i	0.7%	-12%
N#Cc1ccc(CN2CCCC3(CCNCC3)C2)cc1	i	-8%	7%	8%	2%[11.4 µM]	1%	0%	2%	i	2.8%	7%
CC(C)(C)c1ccc(OCC(=O)NCc2ccco2)cc1	i	-8%	u	5%	-6%	7%	0%	-4%	i	-1.9%	-1%
Cc1cc(C(=O)O)c(S(C)(=O)=O)s1	i	5%	18%	-2%	1%	-5%	12%	2%	i	-1.6%	6%
COc1ccc(CNc2ncncc2-c2ccccc2C(F)(F)F)c(OC)c1	i	-8%	13%	-23%	1%[2.29 µM]	0%	u	-1%	i	-0.1%	19%
c1ccc([C@H](CCN2CCCC2)c2ccccn2)cc1	i	-3%[11.4 µM]	10%[11.5 µM]	9%[11.4 µM]	2%[11.4 µM]	5%[11.4 µM]	9%[11.4 µM]	-4%[11 µM]	i	1.9%[9.22 µM]	-2%[7.6 µM]
CCOC(=O)C1=C(CS(=O)(=O)c2ccccc2)NC(=O)NC1c1ccccc1 (stereo not given)	i	-2%	8%	6%	3%	-4%	-2%	-1%	i	-3.5%	-13%
CCn1c(SCC(=O)NCc2ccccc2)nc2ccccc2c1=O	i	9%	7%	8%	2%	-4%	5%	3%	i	x	8%
CCS(=O)(=O)Nc1ccc(-c2nnc(SCC(=O)c3ccc(NC(C)=O)c(OC)c3)o2)cc1	i	-8%	-1%	28%	4%	-2%	1%	-5%	i	x	-2%
O=C1CSC(c2cccnc2)N1C1CCCCC1 (stereo not given)	i	5%	-8%	-6%	0%	5%	0%	1%	i	-1.6%	8%
CCOC(=O)c1ccc(N2CN=C3SCC(=O)N3C2)cc1	x	-2%[11.4 µM]	-18%	-4%[11.4 µM]	-1%	-9%[11.4 µM]	2%[11.4 µM]	-9%[11 µM]	x	-1.2%[0.0738 µM]	-7%[7.6 µM]
Cn1c(=O)c2c(nc(CN3CCCCC3)n2Cc2c(F)cccc2Cl)n(C)c1=O	x	8%	x	u	0%	-1%	u	-3%	x	0.5%	13µM*
CCCc1nnc(NC(=O)c2cc(OC)cc(OC)c2)s1	u	0%	-4%	-4%	-1%	-2%	-5%	-4%	i	-3.6%	-17%
COc1ccc(C(=O)N2CCN(c3nc4ccccc4o3)CC2)cc1OC	x	7%	17%	-14%	2%	-7%	-3%	-4%[2.3 µM]	x	-0.5%	14%
CCOc1ccc(NC(=O)c2cc3n(n2)C(C(F)(F)F)CC(c2ccco2)N3)cc1 (stereo not given)	i	56%	22%	1%	-1%	1%	-4%	-2%	i	x	4%
COc1ccccc1-c1cc(C(=O)NC(C)C)no1	i	8%	-2%	13%	-18%	-9%	-2%	0%	i	-0.2%	3%
Cc1noc(/C=C/N(C)C)c1S(=O)(=O)N(C)CC(=O)N1CCc2ccccc21	i	104%	-2%	-13%	-1%	-3%	-4%	-6%	i	2.6%	u
COCC(=O)Nc1nc2ccc(S(C)(=O)=O)cc2s1	u	-3%	-4%	-4%	-6%	-1%	1%	-1%	i	x	-2%
CCN=C(NCC)SC1CC(=O)N(c2ccccc2)C1=O (stereo not given)	x	-2%	49%	6%	0%	1%	4%	u	x	0.5%[9.22 µM]	3%
OCCN1CN=C(Nc2nc3ccccc3o2)NC1	u	-10%	-23%	-1%	-1%	-3%	-3%	0%	i	-1.4%	2%
COc1ccc(N2C(=NC(C)=O)SC3CS(=O)(=O)CC32)cc1OC (stereo not given)	u	-7%	-2%	5%	4%	4%	4%	0%	i	1.5%[57.5 µM]	-1%
Oc1ccccc1-c1cc(C(F)(F)C(F)F)[nH]n1	x	-7%[11.4 µM]	u	32%[activator][11.4 µM]	-5%	0%[11.4 µM]	u	-8%[11 µM]	x	-3.0%[0.0738 µM]	29%[7.6 µM]
CCOC(=O)N1CCN(C(=O)C2CC(c3ccccc3OC)=NO2)CC1 (stereo not given)	i	-1%	3%	-2%	-1%	0%	1%	2%	i	-0.4%	u
Cc1cc(C)cc(N2CCN(C(=O)N3CCOCC3)CC2)c1	i	-1%	-3%	11%	2%	-3%	5%	-1%	i	x	7%
CC1CCCN(S(=O)(=O)c2ccc(NC(=O)c3cccc(-n4cnnn4)c3)cc2)C1 (stereo not given)	i	16%	u	-17%	-4%	-5%	0%	-1%	i	-0.7%[57.5 µM]	7%
O=C(c1ccc(=O)n(Cc2ccccc2)n1)N1CCN(C/C=C/c2ccccc2)CC1	i	1%	13%	1%	1%	0%	-11%	-7%	i	0.1%	u
Cc1ccc(N2C(=O)C(Cl)=C(NCCO)C2=O)c(C)c1	x	-5%	-9%	-2%	-2%	2%	-1%	-5%	x	-2.6%	-8%
CCOC(=O)N/N=C1/C[C@@H](O)[C@@H](O)[C@@H]2[C@@H]3C(=O)N(Cc4ccccc4)C(=O)[C@H]3CC[C@@H]12	x	x	3%[11.5 µM]	7%[11.4 µM]	-1%[11.4 µM]	x	5%[11.4 µM]	x	x	3.3%[9.22 µM]	x
O=C(c1ccccc1Cl)N1CCN(c2ccccn2)CC1	i	u	-5%	17%	0%	5%	3%	-2%	i	0.3%	-3%
Cn1c(CNc2ccc(Cl)cc2)nnc1SCc1ccccc1	i	-1%	-21%	2%	1%	0%	-5%	-3%	i	-11%	-5%
Cc1cc(C)n2cc(CSc3nnnn3-c3ccccc3C)nc2n1	i	1%	-1%	-5%	0%	-4%	11%	-3%	i	0.0%	u
COc1ccc(N2CCN(C(CNS(=O)(=O)c3cc(F)ccc3F)c3cccnc3)CC2)cc1 (stereo not given)	i	-25%	0%	3%	2%	-3%	-1%	-24%	i	-0.7%	-2%
O=C1CCCN1CCCN1C(=O)N[C@@H](Cc2ccccc2)C1=O	i	-6%	3%	0%	-7%	-4%	-10%	-6%	i	0.3%	u
CCC1(CC)C(=O)C(C)(C)C(=O)OC1c1cccs1 (stereo not given)	i	-6%	-4%	1%	3%	0%	8%	1%	i	-0.8%	8%
CCn1c(SCC(=O)NCCOc2ccccc2)nc2ccccc2c1=O	x	6%	9%	-5%	1%	6%	-1%	-2%	x	-3.6%	u
N#C/C(=C(/O)CN1C(=O)c2ccccc2C1=O)c1nc2ccccc2[nH]1	x	2%	u	-2%	0%	-5%	-8%	-7%	x	0.6%	u
COc1ccc(CCNc2ncnc3nc[nH]c23)cc1OC	x	-18%	x	u	5%	1%	-22%	-11%	x	-0.2%	21%
O=C1N2c3ccccc3CCc3cccc(c32)C1(O)C(F)(F)F (stereo not given)	i	9%	-4%	2%	0%	2%	-13%	4%	i	0.0%[57.5 µM]	-12%
COc1ccc2[nH]cc(C(O)CN3CCN(c4ccccc4)CC3)c2c1 (stereo not given)	u	-13%	-15%	-10%	1%	-3%	0%	-8%	i	0.6%[0.369 µM]	-5%
